CRFR2-BP antag = antagonists of CRF-BP/CRF-R2 complex, primary screen, cell-based, HEK293, calcium dye fluorescence, uHTS; inhibition, % at 11.8 µM; CRF-induced calcium fluorescence; 350,000 compounds, 0.59% hits;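 active means inhibition of the ligand-induced calcium signal above about 50% at the single tested concentration, limit read from the data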
M1 PAM = human M1 muscarinic receptor positive allosteric modulators, primary screen, CHO-K1 cells, Fluo-8 calcium fluorescence, 1536-well | 360,000 compounds, 0.088% hits | CHO-K1 hM1, ACh EC20; 0% = ACh EC20, 100% = maximal ACh | AID 588819, 2011 | Muscarinic acetylcholine receptor M1 (Homo sapiens), P11229 | activation, % at 3 µM; in the data active means activation above about 19%, passing the limit was not always enough
Target sequence (P11229 whole entry, looked up): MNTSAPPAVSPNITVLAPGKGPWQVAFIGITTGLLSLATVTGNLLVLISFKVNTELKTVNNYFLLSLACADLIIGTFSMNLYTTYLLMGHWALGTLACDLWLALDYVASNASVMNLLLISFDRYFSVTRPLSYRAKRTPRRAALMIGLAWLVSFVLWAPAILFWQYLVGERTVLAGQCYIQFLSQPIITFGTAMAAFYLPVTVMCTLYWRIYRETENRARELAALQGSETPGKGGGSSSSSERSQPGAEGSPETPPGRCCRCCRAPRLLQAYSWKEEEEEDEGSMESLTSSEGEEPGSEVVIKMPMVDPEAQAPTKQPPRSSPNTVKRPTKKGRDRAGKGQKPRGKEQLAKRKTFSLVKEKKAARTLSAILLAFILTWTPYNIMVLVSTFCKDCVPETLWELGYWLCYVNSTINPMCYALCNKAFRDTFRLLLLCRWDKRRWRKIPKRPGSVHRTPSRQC
CHRM4 agonist = human M4 muscarinic receptor agonists, primary screen, CHO-K1 cells, Fluo-8 calcium fluorescence; Muscarinic acetylcholine receptor M4 (Homo sapiens), P08173; CHO-K1 hM4/Gqi5; vehicle 0%, full acetylcholine response 100%; activation, % at 3 µM; 360,000 compounds, 0.14% hits;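 active means activation above the run mean over all test wells plus 3 SD, cut at about 32% in these data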;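 further: peak over basal fluorescence ratio per well then scaled between controls; 0% = DMSO wells and 100% = acetylcholine at EC100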
M4 antag = human M4 muscarinic receptor antagonists, primary screen, CHO cells, Fluo-8 calcium fluorescence; inhibition, % at 3 µM; Muscarinic acetylcholine receptor M4 (Homo sapiens), P08173; 360,000 compounds, 0.73% hits; CHO-hM4 cells, ACh EC80;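 active means inhibition above its plate's cutoff, the mean inhibition of sample wells plus 3 SD, cut at about 27% in these data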;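 further: 0% = acetylcholine EC80 with DMSO and 100% = DMSO without agonist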
CRFBP-R2 agonist = agonists of CRF-BP/CRF-R2 complex, primary screen, cell-based, HEK293, calcium dye fluorescence, uHTS; CRF-binding protein / CRF receptor 2 complex (human); calcium dye fluorescence (FLIPR); percent of saturating CRF peptide response; activation, % at 13.2 µM; 350,000 compounds, 0.46% hits;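 active means activation of at least 50%, plus an integration ratio under a set limit after plate pattern correction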;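 further: plate controls were neutral control wells without compound for no effect and CRF at EC100 for full effect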
CHRM4 PAM = human M4 muscarinic receptor positive allosteric modulators, primary screen, CHO-K1 cells, Fluo-8 calcium fluorescence. AID 624126, 2012. CHO-K1 hM4/Gqi5, ACh EC20; 0% = ACh EC20, 100% = maximal ACh. 360,000 compounds, 0.4% hits. activation, % at 3 µM;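 active means activation above its plate's cutoff, the mean activation of sample wells plus 3 SD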; further: some results filed as inactive read as strong as hits
CHRM5 PAM = human M5 muscarinic receptor positive allosteric modulators, primary screen, CHO-K1 cells, Fluo-8 calcium fluorescence | Muscarinic acetylcholine receptor M5 (Homo sapiens), P08912 | CHO-K1 hM5, ACh EC20 PAM; 0% = ACh EC20, 100% = ACh EC100 | activation, % at 3 µM | 360,000 compounds, 0.3% hits | AID 624038, 2012;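 active means activation above the run cutoff, the mean activation of all test compounds plus 3 SD, cut at about 18% in these data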
Target sequence (P08912 whole entry, looked up): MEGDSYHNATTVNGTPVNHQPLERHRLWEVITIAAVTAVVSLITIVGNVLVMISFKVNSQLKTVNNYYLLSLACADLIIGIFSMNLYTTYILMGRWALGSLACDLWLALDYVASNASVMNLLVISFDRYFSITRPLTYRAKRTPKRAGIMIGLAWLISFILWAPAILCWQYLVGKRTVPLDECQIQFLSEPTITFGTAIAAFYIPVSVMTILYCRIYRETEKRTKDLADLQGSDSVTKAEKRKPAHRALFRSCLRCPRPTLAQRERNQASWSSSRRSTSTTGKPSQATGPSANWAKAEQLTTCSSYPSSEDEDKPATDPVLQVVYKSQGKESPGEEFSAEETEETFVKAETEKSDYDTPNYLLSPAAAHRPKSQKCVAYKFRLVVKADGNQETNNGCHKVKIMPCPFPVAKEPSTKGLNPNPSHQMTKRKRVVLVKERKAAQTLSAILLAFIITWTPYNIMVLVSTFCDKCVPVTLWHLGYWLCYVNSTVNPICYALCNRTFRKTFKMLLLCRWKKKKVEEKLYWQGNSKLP
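system = human M5 receptor in CHO-K1 cells | reagent = EC20 acetylcholine as agonist stimulus | compound dosing = single-point, 3 µM nominal | incubation = Fluo-8 loading 80 min at 37 °C plus 30 min room temperature | detection = Fluo-8 calcium dye fluorescence, kinetic read | benchmarks = low control EC20 acetylcholine (0%), high control EC100 acetylcholine (100%)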
M5 ag = human M5 muscarinic receptor agonists, primary screen, CHO-K1 cells, Fluo-8 calcium fluorescence | CHO-K1 hM5 cells; 0% DMSO wells, 100% maximal acetylcholine response | AID 624037, 2012 | 360,000 compounds, 0.19% hits | activation, % at 3 µM;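 active means activation above the run's mean over test compounds plus 3 SD, cut at about 23% in these data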;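 further: signal is peak over basal fluorescence ratio across the kinetic read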
CHRM5 antagonist = human M5 muscarinic receptor antagonists, primary screen, CHO cells, Fluo-8 calcium fluorescence | Muscarinic acetylcholine receptor M5 (Homo sapiens), P08912 | CHO-hM5 cells, ACh EC80 | inhibition, % at 3 µM | 360,000 compounds, 0.59% hits | AID 624040, 2012;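 active means inhibition above a per-plate cutoff, the mean of that plate's test compounds plus 3 SD, cut at about 27% in these data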;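 further: 0% = acetylcholine EC80 with DMSO and 100% = DMSO without agonist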
The depositor's hits bear a star.

COc1ccc(NC(=O)N(C)[C@H]2C[C@H]3c4[nH]c5ccc(-c6ccc(OC)cc6)cc5c4CCN3C(=O)[C@H]2[C@H](C)O)cc1 was read as CRFR2-BP antag 0, M1 PAM -1, CHRM4 agonist 6, M4 antag 6, CRFBP-R2 agonist 5.1, CHRM4 PAM 0, CHRM5 PAM 0, M5 ag 0 and CHRM5 antagonist 6.
Screening O=C(/C=C/c1ccc([N+](=O)[O-])cc1)Nc1ncc([N+](=O)[O-])s1 returned CRFR2-BP antag 1, M1 PAM 0, CHRM4 agonist 6, M4 antag -6, CRFBP-R2 agonist 42, CHRM4 PAM -2, CHRM5 PAM -5, M5 ag 2 and CHRM5 antagonist 7.
Screening CC1(C(=O)NCCc2c[nH]c3ccccc23)CCN1Cc1csc2ccccc12 (configuration not stated) returned M1 PAM 4, CHRM4 agonist 1, M4 antag -14, CHRM4 PAM 5, CHRM5 PAM -2, M5 ag 0 and CHRM5 antagonist -1.
Screening COc1ccc(NS(=O)(=O)c2cccc(C(=O)N/N=C/c3ccccc3OC)c2)cc1 returned CRFR2-BP antag -6, M1 PAM 7, CHRM4 agonist 4, M4 antag -2, CRFBP-R2 agonist 1.5, CHRM4 PAM -5, CHRM5 PAM -1, M5 ag 0 and CHRM5 antagonist 9.
For CC(C)NC(=O)C1CCCN(S(C)(=O)=O)C1 (configuration not stated) the results were CRFR2-BP antag 13, M1 PAM 7, CHRM4 agonist 0, M4 antag 6, CRFBP-R2 agonist 0.9, CHRM4 PAM 8, CHRM5 PAM -3, M5 ag 0 and CHRM5 antagonist 20.
For O=C(NC1(C(F)(F)F)NC(=O)N(C2CCCCC2)C1=O)c1ccco1 (configuration not stated) the results were CRFR2-BP antag -14, M1 PAM 10, CHRM4 agonist 3, M4 antag -5, CRFBP-R2 agonist 1.0, CHRM4 PAM 4, CHRM5 PAM 4, M5 ag 2 and CHRM5 antagonist -7.
`Cc1ccc(-c2nc(CN(C)C)cc(CN(C)C)c2O)cc1` gave CRFR2-BP antag 9, M1 PAM 6, CHRM4 agonist 1, M4 antag -1, CRFBP-R2 agonist -1.1, CHRM4 PAM 9, CHRM5 PAM 2, M5 ag 3 and CHRM5 antagonist 6.
For Cc1ccc2[nH]c3c(N4CCc5ccccc5C4)ncnc3c2c1 the results were CRFR2-BP antag -8, M1 PAM -15, CHRM4 agonist 11, M4 antag 21, CRFBP-R2 agonist 2.6, CHRM4 PAM -14, CHRM5 PAM -23, M5 ag 4 and CHRM5 antagonist 27.
`Cc1ccc(C)c(S(=O)(=O)NCCC(=O)N2CCCC(C(N)=O)C2)c1` (configuration not stated) gave CRFR2-BP antag 8, M1 PAM 9, CHRM4 agonist 1, M4 antag 5, CRFBP-R2 agonist 0.4, CHRM4 PAM -1, CHRM5 PAM 0, M5 ag 0 and CHRM5 antagonist 0.
Screening CCCN(CC1CC1)C(=O)COC(=O)c1ccc(CNS(=O)(=O)c2ccc(F)c(Cl)c2)cc1 returned CRFR2-BP antag -6, M1 PAM -17, CHRM4 agonist 2, M4 antag 2, CRFBP-R2 agonist 5.5, CHRM4 PAM -3, CHRM5 PAM 2, M5 ag -5 and CHRM5 antagonist 1.
`CC(OC(=O)CNC(=O)C12CC3CC(CC(C3)C1)C2)C(=O)Nc1ccc(N2CCOCC2)cc1` (configuration not stated) gave CRFR2-BP antag -43, M1 PAM 9, CHRM4 agonist 2, M4 antag 3, CRFBP-R2 agonist 1.8, CHRM4 PAM -2, CHRM5 PAM -6, M5 ag 0 and CHRM5 antagonist 6.
Screening COc1ccc(CCNC(=O)COC(=O)c2cc(OC)c(OC)cc2OC)cc1 returned CRFR2-BP antag -6, M1 PAM 9, CHRM4 agonist 1, M4 antag 0, CRFBP-R2 agonist -0.1, CHRM4 PAM 0, CHRM5 PAM -6, M5 ag -1 and CHRM5 antagonist 5.

Molecules shown so far containing a halogen, in the order listed:
For O=C(NC1(C(F)(F)F)NC(=O)N(C2CCCCC2)C1=O)c1ccco1 (configuration not stated) the results were CRFR2-BP antag -14, M1 PAM 10, CHRM4 agonist 3, M4 antag -5, CRFBP-R2 agonist 1.0, CHRM4 PAM 4, CHRM5 PAM 4, M5 ag 2 and CHRM5 antagonist -7.
Screening CCCN(CC1CC1)C(=O)COC(=O)c1ccc(CNS(=O)(=O)c2ccc(F)c(Cl)c2)cc1 returned CRFR2-BP antag -6, M1 PAM -17, CHRM4 agonist 2, M4 antag 2, CRFBP-R2 agonist 5.5, CHRM4 PAM -3, CHRM5 PAM 2, M5 ag -5 and CHRM5 antagonist 1.

Carrying on.
O=c1cc(-c2ccc(O)c(O)c2)oc2c1ccc1ccccc12 was read as CRFR2-BP antag -12, M1 PAM -12, CHRM4 agonist 8, M4 antag 5, CRFBP-R2 agonist 0.0, CHRM4 PAM -5, CHRM5 PAM -3, M5 ag 1 and CHRM5 antagonist 0.
CC(=O)c1cnc(SCC(=O)O)nc1C was read as CRFR2-BP antag 5, M1 PAM -4, CHRM4 agonist 1, M4 antag -5, CRFBP-R2 agonist -0.7, CHRM4 PAM 6, CHRM5 PAM 5, M5 ag -2 and CHRM5 antagonist 14.
Screening Cc1ccc(N=c2oc3cc(O)ccc3cc2C(N)=O)cc1 returned CRFR2-BP antag -22, M1 PAM 6, CHRM4 agonist 2, M4 antag 8, CRFBP-R2 agonist 4.8, CHRM4 PAM 6, CHRM5 PAM -1, M5 ag -3 and CHRM5 antagonist -3.
Screening Cc1nc(SC(C)C(=O)Nc2cccc(C(F)(F)F)c2)c2c(C)c(C(=O)O)sc2n1 (configuration not stated) returned CRFR2-BP antag 4, M1 PAM 6, CHRM4 agonist 1, M4 antag -2, CRFBP-R2 agonist 0.6, CHRM4 PAM -3, CHRM5 PAM 0, M5 ag -1 and CHRM5 antagonist -2.
`Clc1ccc(OCc2nc(-c3ccncc3)no2)c(Cl)c1` gave CRFR2-BP antag -5, M1 PAM -6, CHRM4 agonist 2, M4 antag -2, CRFBP-R2 agonist -1.7, CHRM4 PAM -5, CHRM5 PAM -9, M5 ag -2 and CHRM5 antagonist 2.
Screening Cc1cc(/N=C/N(C)C)on1 returned CRFR2-BP antag 5, M1 PAM 5, CHRM4 agonist 1, M4 antag -2, CRFBP-R2 agonist -0.1, CHRM4 PAM 5, CHRM5 PAM -5, M5 ag 3 and CHRM5 antagonist 2.
O=C(Nc1ccc(CN2CCOCC2)cc1)c1ccc(Br)cc1 was read as CRFR2-BP antag 1, M1 PAM 7, CHRM4 agonist 2, M4 antag 0, CRFBP-R2 agonist -1.1, CHRM4 PAM -2, CHRM5 PAM 3, M5 ag 0 and CHRM5 antagonist 2.
Screening CCCCCC(=O)Nc1cccc(S(=O)(=O)NC2=NCCC2)c1 returned CRFR2-BP antag 2, M1 PAM 5, CHRM4 agonist 1, M4 antag 4, CRFBP-R2 agonist 0.0, CHRM4 PAM -4, CHRM5 PAM -5, M5 ag 2 and CHRM5 antagonist 4.
COCCCC1CCN(Cc2nc(Cc3ccccc3Cl)no2)CC1 was read as CRFR2-BP antag -2, M1 PAM 14, CHRM4 agonist 2, M4 antag -12, CRFBP-R2 agonist 1.1, CHRM4 PAM 1, CHRM5 PAM 8, M5 ag 1 and CHRM5 antagonist -12.
Screening Cc1ccnc(NC(=O)c2ccoc2C)c1 returned CRFR2-BP antag -8, M1 PAM 5, CHRM4 agonist 0, M4 antag 2, CRFBP-R2 agonist 0.6, CHRM4 PAM -4, CHRM5 PAM 1, M5 ag -1 and CHRM5 antagonist -6.
`O=C(/C=C/c1ccc(Br)cc1)c1ccc(NC(=O)c2ccco2)cc1` gave CRFR2-BP antag -11, M1 PAM -2, CHRM4 agonist 1, M4 antag -9, CRFBP-R2 agonist 1.6, CHRM4 PAM -6, CHRM5 PAM -4, M5 ag 0 and CHRM5 antagonist -5.
Screening O=C(CN1C(=O)c2ccccc2C1=O)N1CCN(c2nnc(-c3ccccc3)c3ccccc23)CC1 returned CRFR2-BP antag 14, M1 PAM 2, CHRM4 agonist 0, M4 antag -8, CRFBP-R2 agonist -2.6, CHRM4 PAM 10, CHRM5 PAM 1, M5 ag -1 and CHRM5 antagonist -5.
COc1ccc(-n2c(CN3CCN(c4ccccc4)CC3)nc3ccc([N+](=O)[O-])cc3c2=O)c(OC)c1 was read as CRFR2-BP antag -2, M1 PAM 8, CHRM4 agonist 1, M4 antag -12, CRFBP-R2 agonist -0.7, CHRM4 PAM -1, CHRM5 PAM -2, M5 ag -4 and CHRM5 antagonist -3.
For O=C(COC(=O)c1cccc(S(=O)(=O)N2CCc3ccccc32)c1)Nc1ncc(C(F)(F)F)cc1Cl the results were CRFR2-BP antag 0, M1 PAM 14, CHRM4 agonist 0, M4 antag -5, CRFBP-R2 agonist 10, CHRM4 PAM 2, CHRM5 PAM 4, M5 ag -2 and CHRM5 antagonist -10.
For O=C(c1ccccc1)C1CN(Cc2ccccc2)CCC1(O)c1ccccc1 (configuration not stated) the results were CRFR2-BP antag -9, M1 PAM -10, CHRM4 agonist 0, M4 antag 3, CRFBP-R2 agonist -1.3, CHRM4 PAM -4, CHRM5 PAM -7, M5 ag -2 and CHRM5 antagonist 8.
OC(COC(c1ccc(Cl)cc1)c1ccc(Cl)cc1)CN1CCN(c2ccccn2)CC1 (configuration not stated) was read as CRFR2-BP antag -24, M1 PAM 3, CHRM4 agonist 2, M4 antag -1, CRFBP-R2 agonist 0.2, CHRM4 PAM -6, CHRM5 PAM -3, M5 ag -5 and CHRM5 antagonist 7.
`O=[N+]([O-])c1ccccc1CN1CCN(S(=O)(=O)c2ccccc2)CC1` gave CRFR2-BP antag 5, M1 PAM -6, CHRM4 agonist 0, M4 antag 0, CRFBP-R2 agonist -0.9, CHRM4 PAM -15, CHRM5 PAM 0, M5 ag -1 and CHRM5 antagonist 1.
CCCC(NCC(O)COc1ccc(-c2ccccc2)cc1)c1ccccc1 (configuration not stated) was read as CRFR2-BP antag -32, M1 PAM 8, CHRM4 agonist 10, M4 antag 14, CRFBP-R2 agonist 6.2, CHRM4 PAM -7, CHRM5 PAM -2, M5 ag 8 and CHRM5 antagonist 17.
For COC(=O)c1ccc(C2Nc3ccc(/C(C)=N/NC(=O)C(OC)c4ccccc4)cc3C3C=CCC32)cc1 (configuration not stated) the results were CRFR2-BP antag -1, M1 PAM 4, CHRM4 agonist 11, M4 antag 2, CRFBP-R2 agonist -0.3, CHRM4 PAM 3, CHRM5 PAM -5, M5 ag 2 and CHRM5 antagonist -4.
`CCOc1ccc(-c2nn[nH]n2)cc1` gave CRFR2-BP antag 10, M1 PAM 3, CHRM4 agonist 0, M4 antag 6, CRFBP-R2 agonist -1.8, CHRM4 PAM -3, CHRM5 PAM -3, M5 ag -2 and CHRM5 antagonist -1.

Compound activity from PubChem.

The order is random (roughly 2.6% active in at least one column).
